ZTA counter = counter-screen for EBNA-1 inhibitors: inhibitors of Epstein-Barr virus ZTA; AID 2234; 0.15% of 320,000 active; inhibition, % at 11 µM; ZTA-DNA binding, fluorescence polarization; P03206; in the data active = inhibition above about 33%
Efflux pump mplx = inhibitors of Candida antifungal efflux pumps expressed in yeast. inhibition, % at 10 µM. 0.44% of 330,000 active. S. cerevisiae Candida pump triplex, Nile Red efflux;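 active = plate passing quality check with inhibition over a set limit, or well fluorescence over plate mean plus 4 SD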;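 note: Nile Red retained in pooled yeast measured as flow cytometry median fluorescence; 0% = buffer negative control and 100% = Enniatin B positive control; higher means more Nile Red kept so more efflux inhibition; some compounds called inactive have numbers as strong as hits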
TPT1 inhibitor = inhibitors of Candida albicans tRNA 2'-phosphotransferase TPT1; recombinant caTPT1, FP RNA substrate dephosphorylation; inhibition, % at 5 µM; 0.81% of 300,000 active; AID 1962;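 active = inhibition above the mean of all tested compounds plus 3 SD, set per screening campaign, cut at about 24% in these data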;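 note: plate controls were DMSO alone for no effect and ferristatin control at 100 nM for full effect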
CTSL1 counter = blocks F. hepatica cathepsin L1 in PFM18AAP counter-screen; recombinant F. hepatica cathepsin L1, Z-Leu-Arg-MCA fluorescence; inhibition, % at 5.96 µM; 0.49% of 300,000 active; AID 1906;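 active = inhibition above the mean of all tested compounds plus 3 SD, set per screening campaign, cut at about 17% in these data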;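 note: 0% = plate median of test compound wells and 100% = 1 µM Z-Phe-Ala-diazomethylketone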
PP5 inh = inhibitors of human protein phosphatase 5 (PP5); inhibition, % at 6.7 µM; 0.18% of 320,000 active; purified PP5c, OMFP substrate fluorescence; AID 1987;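 active = inhibition above the campaign's mean inhibition across all tested compounds plus 3 SD, cut at about 9.5% in these data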;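 note: 0% = DMSO only and 100% = 100 µM cantharidin control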
PP1 inh = counter-screen for PP5 inhibitors: inhibitors of human PP1-alpha | P62136 | purified PP1alpha, OMFP fluorescence | inhibition, % at 6.7 µM | 0.9% of 320,000 active | AID 2235;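 active = inhibition above the mean inhibition of all tested compounds plus 3 SD, computed separately for each screening campaign, cut at about 15% in these data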
Target sequence (P62136 whole entry, looked up): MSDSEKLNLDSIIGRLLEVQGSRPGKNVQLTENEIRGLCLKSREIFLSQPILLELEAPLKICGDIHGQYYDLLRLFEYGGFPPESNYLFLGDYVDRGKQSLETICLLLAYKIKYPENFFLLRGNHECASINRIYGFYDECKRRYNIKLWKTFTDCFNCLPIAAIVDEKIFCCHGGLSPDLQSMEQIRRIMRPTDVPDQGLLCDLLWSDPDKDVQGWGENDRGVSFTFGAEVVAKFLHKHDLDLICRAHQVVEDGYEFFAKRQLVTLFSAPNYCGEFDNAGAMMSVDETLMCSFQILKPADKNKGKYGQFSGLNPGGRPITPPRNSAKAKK
core dimer inh = HCV core protein dimerization inhibition | AID 1899 | 0.33% of 300,000 active | TR-FRET GST/Flag-core106 dimerization, 1536-well | inhibition, % at 5 µM;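 active = inhibition above the mean of all tested compounds plus 3 SD, set per screening campaign, cut at about 45% in these data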
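Assay system: tagged HCV core106 pair (GST and Flag); medium: KF-containing HEPES buffer, pH 7.45, DTT, CHAPS, BSA; also added: Eu donor and XL665 acceptor anti-tag antibodies; dosing: 5 µM single dose; timing: compound-protein-antibody incubation 4 h at 22.5 °C; signal: TR-FRET 671 and 617 nm emission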
EBNA-1 inhibitor = blocks EBNA-1 binding to DNA. AID 1950. inhibition, % at 14.8 µM. 0.34% of 300,000 active. EBNA-1 DNA binding, fluorescence polarization; in the data active = inhibition above about 28%
PREPL inhibitor = human PREPL enzyme inhibition | Q4J6C6 | recombinant PREPL, fluorescence polarization activity-based probe | inhibition, % at 5.96 µM | 0.68% of 320,000 active; in the data active = inhibition above about 43%;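 note: 0% = enzyme with DMSO and 100% = wells lacking enzyme; many of its hits are not listed in these tables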
Target sequence (Q4J6C6 whole entry, looked up): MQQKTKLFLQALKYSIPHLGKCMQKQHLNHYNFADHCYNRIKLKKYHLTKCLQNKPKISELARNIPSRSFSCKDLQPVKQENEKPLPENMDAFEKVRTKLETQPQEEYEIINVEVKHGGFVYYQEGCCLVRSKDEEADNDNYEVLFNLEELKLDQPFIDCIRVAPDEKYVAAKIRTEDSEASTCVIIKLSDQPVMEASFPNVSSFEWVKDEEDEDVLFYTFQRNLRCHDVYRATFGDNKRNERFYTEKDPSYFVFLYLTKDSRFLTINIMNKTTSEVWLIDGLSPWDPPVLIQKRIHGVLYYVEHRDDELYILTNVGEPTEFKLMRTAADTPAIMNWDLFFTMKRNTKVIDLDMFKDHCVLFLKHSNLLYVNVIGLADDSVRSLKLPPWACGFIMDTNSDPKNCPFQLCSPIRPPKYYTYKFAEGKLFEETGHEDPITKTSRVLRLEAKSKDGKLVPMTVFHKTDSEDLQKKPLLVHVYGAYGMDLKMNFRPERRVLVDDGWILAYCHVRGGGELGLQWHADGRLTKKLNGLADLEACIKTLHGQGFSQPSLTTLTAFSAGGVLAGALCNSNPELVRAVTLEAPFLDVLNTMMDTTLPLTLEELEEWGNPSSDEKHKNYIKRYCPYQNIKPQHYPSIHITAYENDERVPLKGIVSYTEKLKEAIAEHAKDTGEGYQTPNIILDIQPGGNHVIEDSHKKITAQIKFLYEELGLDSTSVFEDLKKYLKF
* = called active by the depositor; . = not tested or not shown.

SMILES	ZTA counter	Efflux pump mplx	TPT1 inhibitor	CTSL1 counter	PP5 inh	PP1 inh	core dimer inh	EBNA-1 inhibitor	PREPL inhibitor
Cc1ccc(NC(=O)C(OC(=O)c2cnc(C)cn2)c2ccccc2)c([N+](=O)[O-])c1 (stereo not given)	-8.3	0.1	0.0	-34.5	2.7	1.6	5.1	7.7	2.6
O=C(Nc1ccc(S(=O)(=O)Nc2nccs2)cc1)c1ccc(=O)[nH]c1	-7.7	-0.3	35.6*	-3.2	2.5	1.2	-5.2	-6.2	19.4
COc1ccccc1NC(=O)c1ccc2nc(N3C(=O)CCC3=O)sc2c1	-2.1	0.0	0.3	2.2	-1.4	1.7	-1.7	8.2	-8.4
Cc1nc(S(=O)(=O)NC2CCCCC2)c(C#N)c(C)c1Cl	10.3	0.0	-4.5	0.4	0.7	1.2	6.2	5.8	-3.2
CN(C)S(=O)(=O)c1ccc(C(=O)OCC(=O)c2csc(N3CCCCC3)n2)cc1	10.3	0.0	.	.	1.9	-1.5	.	.	-3.1
O=C(CCc1nc2ccccc2[nH]1)NCc1ccc2c(c1)OCO2	14.1	0.0	-4.0	-4.1	0.0	3.5	-6.4	-0.9	-11.9
COC(=O)C1(Cc2cc(-c3ccc(OC)cc3OC)no2)CCN(C(=O)OC(C)(C)C)CC1	-14.9	0.2	0.4	-1.1	3.3	11.5	9.7	-0.3	-1.1
COc1ccc(NC(=O)c2sc3ncn(CC(=O)N4CCCCC4)c(=O)c3c2C)cc1OC	-15.3	-0.1	7.4	-4.6	2.6	3.4	-2.0	-14.9	10.5
Cc1cccc(C)c1NC(=O)CSc1nc(-c2ccco2)cc(C(F)(F)F)n1	-0.8	-0.1	0.8	4.3	1.5	-6.3	-15.3	0.1	18.4
Cc1ccc(C(=O)Oc2cccc(NC(=O)c3ccccc3)c2)cc1C	8.5	-0.1	2.3	-2.3	3.3	0.6	5.5	-5.4	-10.9
Cn1c(=O)c2c(nc(N3CCc4ccccc4C3)n2Cc2ccc(Br)cc2)n(C)c1=O	1.5	-0.3	-2.4	-0.8	2.0	-3.0	1.6	-2.1	-15.6
Cc1ccc(-n2c(=S)[nH]c3sc4c(c3c2=O)CCC4)cc1	7.1	-0.1	-2.9	-0.6	-1.1	-7.3	0.0	-4.5	5.4
CCN(CC(=O)NCc1ccncc1)S(=O)(=O)c1ccccc1	-6.9	0.0	0.3	0.7	1.3	-2.5	-10.2	-8.0	-3.4
COc1cc(/C=C(\NC(C)=O)C(=O)Nc2cccc(O)c2)ccc1OC(C)=O	-16.3	0.4	11.6	2.9	-0.8	3.5	-8.4	-5.4	21.4
CC(C)Cn1c(N)c(C(=O)COC(=O)CCc2nc3ccccc3c(=O)[nH]2)c(=O)n(C)c1=O	-12.4	0.0	.	.	2.3	0.8	.	.	13.1
O=C(C1CC1)N1CCc2cc(Br)cc(S(=O)(=O)NCCCN3CCCCC3)c21	1.7	0.3	1.7	-0.4	2.8	2.4	1.5	-11.8	-4.5
O=C(C(=O)N1CCN(c2cccc(Cl)c2)CC1)c1c[nH]c2ccccc12	1.7	-0.2	-2.6	-0.7	4.0	1.8	0.0	13.0	-11.8
COc1ccc(CC2(CO)CCN(Cc3ccc4nsnc4c3)CC2)cc1	-13.9	0.0	-0.9	-2.2	1.4	7.3	-3.4	2.0	-2.0
O=C(OC(C(=O)NC1CCCC1)c1ccccc1F)c1ccco1 (stereo not given)	-3.4	0.3	3.5	-52.5	1.1	-5.6	-2.7	-16.5	10.8
CSc1ccc(C(=O)NCC(c2ccco2)N(C)C)cc1[N+](=O)[O-] (stereo not given)	12.4	-0.1	-0.1	-3.4	2.3	2.0	0.0	-9.4	11.9
O=C(NC1CCCC1)c1ccc(CSc2nc3ccncc3n2Cc2ccc(F)cc2)cc1	2.1	0.1	-7.7	-5.1	-0.3	5.3	-9.0	8.6	12.0
Cc1ccc(C)n1-c1cccc(C(=O)Nc2ccccc2)c1	2.9	-0.1	37.8*	2.2	2.2	5.1	8.3	3.1	11.6
COc1ccc(N2C(=O)CCC(C(=O)O)C2c2ccc(F)cc2)cc1 (stereo not given)	-20.7	0.0	-3.4	-0.8	4.0	-3.2	-12.8	-13.9	11.3
CCCc1nc(NCc2ccccn2)c2nnn(Cc3ccccc3F)c2n1	-6.6	0.0	-0.5	-18.3	0.1	-1.3	0.7	0.3	-8.8

An excerpt from above in order of heavy-atom count, highest first:
SMILES	ZTA counter	Efflux pump mplx	TPT1 inhibitor	CTSL1 counter	PP5 inh	PP1 inh	core dimer inh	EBNA-1 inhibitor	PREPL inhibitor
O=C(NC1CCCC1)c1ccc(CSc2nc3ccncc3n2Cc2ccc(F)cc2)cc1	2.1	0.1	-7.7	-5.1	-0.3	5.3	-9.0	8.6	12.0
O=C(C1CC1)N1CCc2cc(Br)cc(S(=O)(=O)NCCCN3CCCCC3)c21	1.7	0.3	1.7	-0.4	2.8	2.4	1.5	-11.8	-4.5
O=C(C(=O)N1CCN(c2cccc(Cl)c2)CC1)c1c[nH]c2ccccc12	1.7	-0.2	-2.6	-0.7	4.0	1.8	0.0	13.0	-11.8
CSc1ccc(C(=O)NCC(c2ccco2)N(C)C)cc1[N+](=O)[O-] (stereo not given)	12.4	-0.1	-0.1	-3.4	2.3	2.0	0.0	-9.4	11.9
CCN(CC(=O)NCc1ccncc1)S(=O)(=O)c1ccccc1	-6.9	0.0	0.3	0.7	1.3	-2.5	-10.2	-8.0	-3.4
Cc1ccc(C)n1-c1cccc(C(=O)Nc2ccccc2)c1	2.9	-0.1	37.8*	2.2	2.2	5.1	8.3	3.1	11.6

Next part.
SMILES	ZTA counter	Efflux pump mplx	TPT1 inhibitor	CTSL1 counter	PP5 inh	PP1 inh	core dimer inh	EBNA-1 inhibitor	PREPL inhibitor
Cc1cc2[nH]c(=O)c(=O)[nH]c2cc1S(=O)(=O)N1CCN(c2cccc(Cl)c2)CC1	-1.7	0.2	0.7	2.0	-1.8	4.9	14.9	-3.7	-12.9
COc1ccccc1C(=O)NC(=O)COC(=O)c1nc(Cl)ccc1Cl	8.3	0.2	-0.6	-3.0	0.3	2.7	0.3	5.8	-2.2
O=C1NC(SCCCF)=N/C1=C/c1ccc(-n2cncn2)cc1	-0.4	0.1	3.4	0.4	0.2	-1.7	-6.8	5.4	-8.3
Cc1ccccc1C(=O)OCn1nnc2ccccc2c1=O	3.4	-0.1	0.9	2.6	-1.6	2.1	-20.1	2.0	4.3
Cc1cc(NC(=O)CSc2nnc(CNc3cccc(C(F)(F)F)c3)n2Cc2ccco2)no1	13.4	-0.1	-0.6	0.8	-2.4	1.0	11.7	2.4	-5.8
CCN(C)Cc1c(C(=O)N2CCc3ccccc3C2)nc2ccc(Cl)cn12	2.3	-0.2	-2.4	-1.5	2.8	-2.1	0.7	9.3	9.6
CC(=O)Nc1cccc(C(=O)OCC(=O)Nc2nnc(-c3ccccc3)o2)c1	1.0	-0.3	-2.2	-1.4	1.7	0.8	-3.8	3.6	2.9
OCCNC(=S)c1ccccc1	-8.0	0.2	3.0	-1.2	4.0	-0.4	-4.9	1.5	-10.8
COC(=O)c1ccc(NC(=O)c2ccc(NS(=O)(=O)c3cccc4cccnc34)cc2)cc1	2.9	-0.3	-1.5	-3.8	0.9	-0.9	-0.7	4.0	-5.8
CC1CC1C(=O)N(CCC1=CCCCC1)c1c(N)n(Cc2ccccc2)c(=O)[nH]c1=O (stereo not given)	8.4	0.0	4.1	7.7	-1.0	1.1	1.5	1.7	2.3
Cc1cccc(OCCOC(=O)c2c(-c3ccccc3)noc2C)c1	-5.8	-0.3	-4.1	3.8	0.9	1.3	2.0	-8.3	0.4
CCCCN(CC)CCNC(=O)c1cc2c(=O)n(C)c3ccccc3c2n1C	7.2	0.1	-2.3	-0.4	0.5	-4.8	-2.0	1.9	-46.1
COC(=O)c1c(NC(=O)C2CC=CCC2C(=O)O)sc(C)c1C (stereo not given)	-0.9	0.0	3.1	-1.2	-1.0	-2.8	4.5	8.4	4.9
COc1ccccc1-n1cnc2sc(-c3ccccc3)cc2c1=O	14.9	0.1	1.9	2.0	2.4	-1.6	13.8	-0.4	-6.1
COc1cc(C)c(S(=O)(=O)NCCCn2ccnc2)cc1C	-7.5	0.0	-2.4	-0.6	1.4	-1.4	-6.9	-6.2	3.3
CCOC(=O)c1c(C)n(C)c2ccc(OC)c(NC(=O)c3cccs3)c12	3.4	0.1	-0.2	0.8	3.4	-1.4	3.4	-6.1	17.7
O=C(Nc1ccc(F)c(Cl)c1)C1CCCN(c2cnccn2)C1 (stereo not given)	-3.2	0.0	-1.5	-1.7	1.2	-2.1	-5.0	5.3	-8.8
COc1cc(/C=C2/SC(=S)N(CC3CCCO3)C2=O)ccc1O (stereo not given)	-18.3	0.7	39.3*	1.7	5.2	3.6	-18.6	-0.1	-155.8
c1ccc2c(-c3nnc4n3CCCCC4)cc(-c3ccncc3)nc2c1	-2.3	-0.1	-2.2	-0.9	0.7	-2.1	-6.4	-1.8	11.1
N#CC1(NC(=O)COC(=O)C23CC4CC(CC(O)(C4)C2)C3)CCCCC1	-0.4	0.5	0.7	-4.1	-0.3	-5.6	2.3	1.7	4.6
NS(=O)(=O)c1ccc(NC(=S)N2CCN(c3cccc(Cl)c3)CC2)cc1	-10.2	0.2	-0.7	5.8	4.8	-0.2	-10.9	0.3	-28.1
O=C(OCC(=O)N1CCCC1)c1cc(Br)ccc1Cl	-1.2	0.1	3.8	-2.9	0.9	-2.7	-4.3	-0.3	3.1
CCN(CC)c1ccc(CNc2nc3ccccc3n2CC)cc1	-7.6	0.0	-5.3	0.2	2.4	0.5	-4.6	-3.7	14.0
CCOc1ccc(OCC)c(Nc2cc(C)nc3ncnn23)c1	-8.3	-0.1	-3.7	0.6	0.3	-2.5	-0.3	7.1	4.7
c1cc2c(cc1CN1CCN(C3CCCCCC3)CC1)OCO2	-1.8	0.8	-0.5	2.0	1.3	-3.0	-10.3	-18.2	14.5
CN1/C(=C\C=C(/C#N)C(=O)Nc2ccc(Cl)cc2)C(C)(C)c2ccccc21	-1.2	0.1	112.1*	4.6	-1.7	-2.1	1.3	-3.3	22.7
CCCN1CCN(C(=O)C(NC(=O)c2ccco2)C(C)C)CC1 (stereo not given)	-23.0	-0.1	-0.6	1.7	1.9	-0.1	4.8	3.0	4.3
O=C(NCc1ccco1)C(=O)c1cn(CC(=O)N2CCCCC2)c2ccccc12	-3.0	0.0	-1.3	6.0	-3.0	0.8	-1.6	-0.2	-3.2
CCOC(=O)NCCOC(=O)Nc1ccc(Cl)cc1	-23.0	-0.1	-1.7	3.1	3.1	-1.0	-3.1	6.8	14.6
COc1cc(C(C2C(=O)CC(C)(C)CC2=O)C2C(=O)CC(C)(C)CC2=O)ccc1OC(C)=O	-0.8	-0.1	0.6	-0.7	0.7	-4.1	3.6	6.6	0.8
COc1cc(-c2c(-c3ccc4c(c3)OCO4)noc2C)ccc1F	0.3	-0.1	-2.0	0.4	1.5	2.0	-15.0	4.6	13.1
COc1cccc(CN(C(=O)Cc2c[nH]c3ccccc23)C(C(=O)NC2CCCCC2)c2cccs2)c1 (stereo not given)	-11.4	0.0	2.3	1.4	6.9	11.2	11.7	-4.5	5.4
O=C(Nc1cccc(F)c1)[C@@H]1CCCN1	-2.0	0.2	0.7	-1.5	0.8	-1.4	-0.8	10.8	-2.9
CN1CCN(CC(=O)N2c3ccc(S(=O)(=O)NCCNC(=O)OC(C)(C)C)cc3C(=O)Nc3cccnc32)CC1	-4.2	-0.1	-0.4	-3.0	0.0	2.3	-9.0	9.2	-1.0
Cc1ccc(C(=O)CN(C(=O)c2ccc(Cl)c(Cl)c2)N2C(=O)C3C4C=CC(C4)C3C2=O)cc1 (stereo not given)	9.9	0.1	-0.1	2.7	1.9	1.9	5.7	5.7	-7.8

Screens (PubChem BioAssay)

Some of the compounds tested (hit frequency here may not be typical).
